MEKK2mut PB1 HTS – signal of MEK5 binding to mutant human MEKK2 PB1 domain; actives 0.35% (n = 290,000); percent response, % at 10 µM; bead flow cytometry, Alexa488-MEK5 binding to MEKK2 mutant; AID 1530; in the data active = percent response above about 24%, passing the limit was not always enough; note: inactives centre near 1; some results filed as inactive read as strong as hits; reference of the scale not given here
OXTR agonist – human OXTR agonism | CHO-OTR cells, Fluo-8 calcium fluorescence; normalized: DMSO 0%, oxytocin 100% | activation, % at 3 µM | actives 0.32% (n = 320,000) | AID 2435;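 active = activation above the mean of all tested compounds plus 3 SD, cutoff set per screening run, cut at about 20% in these data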;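 note: peak over basal fluorescence ratio from a 100 s FLIPR kinetic read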
Target sequence (P30559 whole entry, looked up): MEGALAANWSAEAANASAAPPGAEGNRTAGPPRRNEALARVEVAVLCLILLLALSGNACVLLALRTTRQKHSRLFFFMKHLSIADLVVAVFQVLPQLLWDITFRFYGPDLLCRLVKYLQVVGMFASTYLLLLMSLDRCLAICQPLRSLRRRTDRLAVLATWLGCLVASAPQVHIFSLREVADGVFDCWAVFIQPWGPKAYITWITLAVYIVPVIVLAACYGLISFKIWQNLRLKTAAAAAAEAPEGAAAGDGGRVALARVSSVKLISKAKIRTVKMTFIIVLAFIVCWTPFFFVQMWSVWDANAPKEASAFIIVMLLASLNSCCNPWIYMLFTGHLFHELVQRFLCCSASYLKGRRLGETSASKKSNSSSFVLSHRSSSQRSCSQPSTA
GPR7 antag – blocks human GPR7 receptor signaling | actives 1.1% (n = 290,000) | GPR7-expressing cells, fluorescence antagonist assay | inhibition, % at 4.4 µM | P48145; in the data active = inhibition above about 16%, passing the limit was not always enough;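 note: cells stimulated with the agonist NPW; 0% = agonist with vehicle and 100% = vehicle without agonist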
FID counter – displaces DNA intercalator in HCV helicase counter-screen | DNA fluorescent intercalator displacement, fluorescence | AID 1845 | actives 0.17% (n = 290,000) | inhibition, % at 7.9 µM; in the data active = inhibition above about 37%;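 note: 0% = vehicle and 100% = reference compound; higher means more ethidium bromide displaced from hairpin DNA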
MEKK2wt PB1 HTS – raises or lowers MEK5 binding to wildtype human MEKK2 PB1 domain. actives 1.1% (n = 290,000). Q9Y2U5. binding response (% of control), % at 10 µM. bead flow cytometry, Alexa488-MEK5 binding to MEKK2 WT; actives lie on both sides; in the data active = binding response below about 67% or above about 130%
PHOSPHO1 inh – inhibitors of human PHOSPHO1 phosphatase | Q8TCT1 | inhibition, % at 13.3 µM | recombinant PHOSPHO1, absorbance phosphatase assay | actives 1.1% (n = 290,000); in the data active = inhibition above about 60%
PfM18AAP inh – blocks P. falciparum M18 aspartyl aminopeptidase; recombinant PfM18AAP, H-Glu-NHMec fluorogenic cleavage; inhibition, % at 7.35 µM; actives 1.2% (n = 290,000); AID 1822;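 active = inhibition above the campaign mean inhibition over all tested compounds plus 3 SD, cut at about 28% in these data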;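 note: 0% = plate median of test compound wells and 100% = 2 mM ZnCl2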
MEKK3 PB1 HTS – MEKK3-MEK5 PB1 interaction, increase or decrease; AID 1529; bead-based flow cytometry, Alexa488-MEK5 binding to MEKK3; actives lie on both sides; 0 = blocked by unlabeled MEK5, 100 = vehicle; Q99759; actives 1.4% (n = 290,000); binding response (% of control), % at 10 µM;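 active = binding response more than 3 SD above or below the average of its plate-row segment, actives on both sides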;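 note: Alexa488 bead fluorescence after subtracting the streptavidin-only scavenger bead signal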
Target sequence (Q99759 whole entry, looked up): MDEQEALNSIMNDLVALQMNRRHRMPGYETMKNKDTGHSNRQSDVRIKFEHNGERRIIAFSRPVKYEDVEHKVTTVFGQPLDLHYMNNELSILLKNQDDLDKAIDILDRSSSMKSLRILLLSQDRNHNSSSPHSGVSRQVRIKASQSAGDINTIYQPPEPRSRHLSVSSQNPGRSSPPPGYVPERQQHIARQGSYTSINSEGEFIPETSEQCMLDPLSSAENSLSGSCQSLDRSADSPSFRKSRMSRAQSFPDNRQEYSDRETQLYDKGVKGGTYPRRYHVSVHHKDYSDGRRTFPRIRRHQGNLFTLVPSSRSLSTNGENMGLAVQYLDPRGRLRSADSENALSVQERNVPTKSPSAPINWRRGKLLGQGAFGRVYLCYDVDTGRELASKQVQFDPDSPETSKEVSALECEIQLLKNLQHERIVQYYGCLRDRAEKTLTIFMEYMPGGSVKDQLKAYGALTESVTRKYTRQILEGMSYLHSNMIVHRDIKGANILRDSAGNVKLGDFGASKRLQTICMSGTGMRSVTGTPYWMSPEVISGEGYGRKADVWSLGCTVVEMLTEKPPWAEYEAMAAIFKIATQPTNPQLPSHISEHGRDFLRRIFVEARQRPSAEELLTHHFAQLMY
NALP1 yeast inh – inhibitors of NALP1 inflammasome in yeast | S. cerevisiae NALP1/ASC/caspase-1 growth, X-gal OD620, 72 h | inhibition, % at 10 µM | actives 0.61% (n = 280,000) | AID 2071; in the data active = inhibition mostly above about 24%, no sharp cut-off; inactive = mostly below about 32%; note: some compounds called inactive have numbers as strong as hits
The depositor's hits bear a star; . = not tested or not shown.

SMILES | MEKK2mut PB1 HTS | OXTR agonist | GPR7 antag | FID counter | MEKK2wt PB1 HTS | PHOSPHO1 inh | PfM18AAP inh | MEKK3 PB1 HTS | NALP1 yeast inh
CCN(CC)c1ccc(C2Nc3cccc4cccc(c34)N2)c(O)c1 | 14 | 32* | -1 | -5 | 121 | 29 | 25 | 103 | 2
CC(=O)Nc1nc(-c2ccccc2)nc(-c2ccccc2OC(C)=O)n1 | 1 | -0.7 | -2 | -14 | 97 | 1 | 3 | 102 | -4
COC(=O)c1c(O)c2ccccc2[nH]c1=O | -2 | 0.6 | -2 | 4 | 94 | 7 | 3 | 103 | -3
C#CCNC(=O)C1=C[C@@H](c2ccccc2)C[C@@H](OCc2ccc(CO)cc2)O1 | 3 | -0.7 | -11 | -19 | 103 | 12 | 1 | 103 | -7
CCCS(=O)(=O)NCCc1cc2ccc(C)cc2[nH]c1=O | 0 | 0.6 | -7 | -3 | 98 | 0 | 4 | 75 | -56
COc1ccccc1NC(=O)N1CCCC(CNC(=O)c2ccccc2Cl)C1 (stereo unspecified) | -10 | 0.2 | -4 | -26 | 90 | 34 | -17 | 92 | 21
O=C(CSc1cn(CCNC(=O)c2ccc3ccccc3c2)c2ccccc12)NCc1ccco1 | 7 | 0.6 | -13 | -19 | 115 | 22 | 7 | 116 | 29
O=C(CSc1nnc(-c2ccccc2Br)o1)N1CCOCC1 | 2 | 1.1 | -2 | -15 | 105 | 10 | -9 | 99 | 12
Cc1ccc(CSCCNC(=O)/C=C/c2ccc(Cl)cc2)cc1 | -1 | -0.1 | -4 | -1 | 100 | 27 | 4 | 100 | 20
CC[n+]1ccccc1/C=C/c1ccc(N(C)C)cc1 | -30 | . | 1 | -21 | 91 | 9 | 0 | 97 | 11
c1ccc(CSc2ncnc3c2cnn3-c2ccccc2)cc1 | 2 | 0.6 | -1 | 2 | 104 | 11 | 9 | 102 | 12
CNc1nc(Nc2ccc(Br)cc2)nc(N)c1[N+](=O)[O-] | -1 | -2.7 | -1 | -3 | 101 | -2 | -2 | 98 | 3
CCOC(=O)C1(CC2CCCCO2)CCN(C(=O)Nc2cccc(SC)c2)CC1 (stereo unspecified) | 0 | -1.2 | -17 | -19 | 100 | -28 | 3 | 105 | -1
COc1ccc(OC)c(CC(NC(C)=O)C(=O)NC2CCN(C(=O)c3cccc(C)c3)CC2)c1 (stereo unspecified) | 7 | . | -1 | -36 | 105 | 22 | 4 | 102 | 15
O=C1C(Cl)=C(Nc2ccc(F)cc2)C(=O)N1CCc1ccccc1 | 0 | -2.3 | 3 | 0 | 100 | 15 | 10 | 93 | 14
CC(=O)c1ccc(S(=O)(=O)N2CCCCC2C(=O)O)cc1 (stereo unspecified) | -7 | 0.6 | 3 | -3 | 90 | 24 | 1 | 89 | -2
O=c1cc(-c2ccccc2)[nH]n1-c1nc2ccccc2[nH]1 | -2 | 0.3 | -8 | -1 | 91 | -8 | -5 | 98 | 0
Cc1ccc(NC(=O)C(C)N2C(=O)c3ccccc3C2=O)cc1C (stereo unspecified) | 7 | -1.5 | -6 | -8 | 107 | 29 | -4 | 106 | 11
O=C(/C=C/c1ccco1)N(Cc1ccccc1)C1CCS(=O)(=O)C1 (stereo unspecified) | -8 | -0.5 | -14 | -18 | 101 | 28 | -3 | 97 | 1
C(/CCc1ccccc1)=N\Nc1nc2ccccc2[nH]1 | -1 | -1.2 | -14 | 4 | 108 | 36 | 25 | 101 | 1
O=C(O)C1CC=CCC1C(=O)Nc1ccccc1C(=O)N1CCN(c2ccc(Cl)cc2)CC1 (stereo unspecified) | -5 | 1.4 | -8 | -41 | 95 | 50 | -5 | 99 | -2
CCCCC(=O)Nc1ccc(NC(=O)CC)cc1OC | 5 | -0.1 | -4 | -7 | 115 | -11 | 6 | 116 | .
Cc1cccc2c1CC(C)(C)N/C2=C\C(N)=O | 1 | -0.5 | -2 | -5 | 103 | 23 | -3 | 98 | 32
Cc1cc(C)n(-c2ccnc3cc(Cl)ccc23)n1 | 7 | -1.5 | -12 | -13 | 113 | 52 | 2 | 104 | 6
CC(C)NC1=C(Cl)C(=O)c2ccccc2C1=O | 3 | -1.9 | -1 | 5 | 100 | 6 | 1 | 102 | 10

An excerpt of these results, in CSV form.
SMILES,MEKK2mut PB1 HTS,OXTR agonist,GPR7 antag,FID counter,MEKK2wt PB1 HTS,PHOSPHO1 inh,PfM18AAP inh,MEKK3 PB1 HTS,NALP1 yeast inh
CCOC(=O)C1(CC2CCCCO2)CCN(C(=O)Nc2cccc(SC)c2)CC1 (stereo unspecified),0,-1.2,-17,-19,100,-28,3,105,-1
COc1ccc(OC)c(CC(NC(C)=O)C(=O)NC2CCN(C(=O)c3cccc(C)c3)CC2)c1 (stereo unspecified),7,.,-1,-36,105,22,4,102,15
O=C1C(Cl)=C(Nc2ccc(F)cc2)C(=O)N1CCc1ccccc1,0,-2.3,3,0,100,15,10,93,14
CC(=O)c1ccc(S(=O)(=O)N2CCCCC2C(=O)O)cc1 (stereo unspecified),-7,0.6,3,-3,90,24,1,89,-2
O=c1cc(-c2ccccc2)[nH]n1-c1nc2ccccc2[nH]1,-2,0.3,-8,-1,91,-8,-5,98,0
Cc1ccc(NC(=O)C(C)N2C(=O)c3ccccc3C2=O)cc1C (stereo unspecified),7,-1.5,-6,-8,107,29,-4,106,11
O=C(/C=C/c1ccco1)N(Cc1ccccc1)C1CCS(=O)(=O)C1 (stereo unspecified),-8,-0.5,-14,-18,101,28,-3,97,1
C(/CCc1ccccc1)=N\Nc1nc2ccccc2[nH]1,-1,-1.2,-14,4,108,36,25,101,1
O=C(O)C1CC=CCC1C(=O)Nc1ccccc1C(=O)N1CCN(c2ccc(Cl)cc2)CC1 (stereo unspecified),-5,1.4,-8,-41,95,50,-5,99,-2
CCCCC(=O)Nc1ccc(NC(=O)CC)cc1OC,5,-0.1,-4,-7,115,-11,6,116,.
Cc1cccc2c1CC(C)(C)N/C2=C\C(N)=O,1,-0.5,-2,-5,103,23,-3,98,32
Cc1cc(C)n(-c2ccnc3cc(Cl)ccc23)n1,7,-1.5,-12,-13,113,52,2,104,6
CC(C)NC1=C(Cl)C(=O)c2ccccc2C1=O,3,-1.9,-1,5,100,6,1,102,10

Continued.
SMILES | MEKK2mut PB1 HTS | OXTR agonist | GPR7 antag | FID counter | MEKK2wt PB1 HTS | PHOSPHO1 inh | PfM18AAP inh | MEKK3 PB1 HTS | NALP1 yeast inh
O=C(CC(=O)N/N=C\c1ccccc1)NCCc1ccccc1 | 8 | -0.4 | -18 | -5 | 108 | 13 | -11 | 104 | -3
O=C(CNC(=O)Cc1cccc2ccccc12)NCc1ccccc1F | 4 | 1.0 | -7 | -19 | 100 | 47 | 6 | 99 | -10
CCOC(=O)C1CNc2cc(S(=O)(=O)CC)ccc2O1 (stereo unspecified) | -2 | 6.6 | -2 | 1 | 105 | 57 | 1 | 104 | -18
CCCN=Cc1sc2ccc(OCC)cc2c1O | -2 | -1.6 | -7 | 0 | 90 | 13 | -5 | 91 | 11
O=C(NCC1CCCO1)c1ccc(CS(=O)(=O)Cc2ccc(F)cc2)o1 (stereo unspecified) | -2 | 0.2 | -15 | -13 | 97 | 36 | 5 | 92 | 6
NNC(=O)c1cnn(-c2ccccc2)c1-n1cccc1 | -8 | -2.3 | 2 | 3 | 98 | -28 | -1 | 95 | 13
COc1cc(S(=O)(=O)Nc2ccc(C)cc2)ccc1NC(=O)c1ccncc1 | 4 | 0.9 | 0 | -15 | 107 | 2 | 0 | 126 | 21
CCOC(=O)N1CCN(C(=O)c2ccc(N3CC4CC(C3)c3cccc(=O)n3C4)c(NC(=O)c3ccc(F)cc3)c2)CC1 (stereo unspecified) | -1 | 0.8 | -10 | -57 | 100 | 27 | -2 | 101 | -1
CCOc1cc(C2NC(=O)NC(O)(C(F)(F)F)C2C(=O)c2ccc(Cl)cc2)ccc1O (stereo unspecified) | 4 | -0.9 | -5 | -5 | 99 | 2 | 3 | 103 | 12
CCc1ccc(OC)c(-c2csc(N)n2)c1 | -39 | -2.5 | -3 | -1 | 102 | 28 | 6 | 98 | 15
COc1ccc(/C=N/NC(=O)c2ccncc2)cc1CN1CCCc2ccccc21 | -7 | -0.2 | -3 | -8 | 92 | -16 | 3 | 98 | -3
COc1ccc(NC(=O)CNS(=O)(=O)c2ccc3nc(C)sc3c2)c(OC)c1 | -2 | -2.2 | -8 | -14 | 100 | 5 | 6 | 99 | -2
CC(C)C(=O)Nc1ccc(S(=O)(=O)Nc2ccccn2)cc1 | -3 | -0.2 | -6 | 5 | 103 | 9 | -6 | 102 | -11
O=C(Nc1cccc(Cl)c1)N(Cc1nc2ccccc2c(=O)[nH]1)C1CCCC1 | 4 | 2.3 | -10 | -8 | 98 | 7 | -5 | 102 | 10
COc1ccc(C2C(C(=O)N3CCN(c4ccccc4F)CC3)c3ccccc3C(=O)N2C)cc1 (stereo unspecified) | 0 | -0.7 | -4 | -41 | 103 | 31 | 2 | 100 | -3
Cc1c(-c2ccc(F)cc2)[n+](=O)c(-c2ccc(F)cc2)c(C)n1[O-] | -29 | 0.2 | -11 | 0 | 91 | 19 | -4 | 90 | 42*
CCC(C)(C)n1nnnc1C(c1ccc(O)c(OC)c1)N1CCc2ccccc2C1 (stereo unspecified) | 7 | -0.4 | 0 | -2 | 106 | -30 | 18 | 104 | 9
CC(=O)c1sc(NC(=O)CN2C(=O)CCC2=O)nc1C | -9 | 0.6 | -1 | -5 | 91 | . | -11 | 83 | .
Cc1ccccc1NC(=O)c1cccc(S(=O)(=O)Nc2cccc(C(=O)O)c2)c1 | 5 | -0.2 | 5 | -8 | 104 | . | 8 | 103 | 14
COc1ccc(OC)c(-c2cc(C(=O)N3CCOCC3)no2)c1 | -9 | 4.2 | -11 | -20 | 93 | 12 | 1 | 93 | 26
O=[N+]([O-])c1c(NCCO)cc(N2CCCCC2)c2nonc12 | -12 | 0.2 | -5 | -2 | 83 | 16 | -4 | 96 | -7
CC(NS(=O)(=O)c1ccc(Br)cc1)C(N)=O (stereo unspecified) | 1 | 0.8 | 0 | 1 | 98 | -7 | -3 | 95 | 27
O=C(CSCC(=O)OCC(=O)c1ccc(Br)cc1)Nc1ccc(Br)cc1 | 3 | 4.3 | 5 | -6 | 103 | 16 | 0 | 106 | 1
Cn1cccc1C(=O)N/N=C/c1c(Cl)cccc1Cl | 18 | -1.7 | -9 | -9 | 107 | 36 | 2 | 107 | 13
CC(=O)c1c(C)n(-c2ccccc2)c2ccc(OCC(N)=O)cc12 | -7 | 0.0 | 9 | -6 | 93 | 37 | 0 | 101 | 6
COc1cccc(OC)c1C(=O)Nc1ccnn1C | 1 | 1.2 | -1 | -3 | 104 | 16 | -9 | 101 | 3
O=C(NCCN1CCN(c2ccccc2)CC1)C1(S(=O)(=O)c2ccc(Cl)cc2)CC1 | 3 | -1.4 | -8 | 10 | 112 | -18 | -1 | 107 | 23

Not a hit list (roughly 6.2% active in at least one column).
